# TRPC6 inh: mouse TRPC6 channel inhibitors, primary screen, cell-based, HEK293, membrane potential dye. Short transient receptor potential channel 6 (Mus musculus), Q61143. ACh-evoked depolarization; stronger effect = lower value. B-score at 10 µM. actives 1.1% (n = 310,000). AID 2553, 2010;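 active = B-score under library mean minus 3 SD, initial fluorescence not abnormally high, positive integrated signal ratio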;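 note: B-score derived from integrated fluorescence ratio over the kinetic read; more negative B-score means stronger inhibition of depolarization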
# RGS4 block: RGS4 inhibitors, primary screen, cell-based, HEK293 M3R inducible RGS4, calcium flux; Regulator of G-protein signaling 4 (Homo sapiens), P49798; Fluo-4 calcium flux; stronger effect = higher value; triggered by carbachol at its EC20; B-score at 10 µM; actives 0.45% (n = 310,000); AID 463165, 2010;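 active = B-score, a plate-corrected calcium signal, over three deviations above library mean, with baseline fluorescence within five deviations of library mean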;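 note: RGS4 expression induced by doxycycline in cells with stable M3 receptor; B-score is computed from the integrated fluorescence ratio over baseline after carbachol; higher B-score means a larger calcium signal and so more RGS4 inhibition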
# Target sequence (P49798 whole entry, looked up): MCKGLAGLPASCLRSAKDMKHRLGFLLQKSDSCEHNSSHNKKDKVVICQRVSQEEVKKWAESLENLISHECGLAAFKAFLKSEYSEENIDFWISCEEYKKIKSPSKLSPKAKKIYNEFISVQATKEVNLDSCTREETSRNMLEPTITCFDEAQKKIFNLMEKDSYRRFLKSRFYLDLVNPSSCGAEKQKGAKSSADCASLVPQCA
# ANO1 block: TMEM16A chloride channel inhibitors, primary screen, cell-based, HTS | actives 1.2% (n = 310,000) | Anoctamin-1 (Mus musculus), Q8BHY3 | HEK293 TMEM16A/YFP iodide influx fluorescence, ionomycin | normalized B-score (activity score, 25-100; higher = stronger inhibition) at 10 µM;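 active = ratio plate-corrected score three or more library SD toward inhibition, starting fluorescence score within five deviations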;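 note: score derived from kinetic fluorescence span divided by baseline fluorescence per well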
# TRPC6 activator: mouse TRPC6 channel activators, primary screen, cell-based, HEK293, membrane potential dye. HEK293-TRPC6 membrane potential dye fluorescence; stronger effect = higher value. B-score at 10 µM. Short transient receptor potential channel 6 (Mus musculus), Q61143. actives 0.13% (n = 310,000);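 active = B-score of the integrated fluorescence ratio above library mean plus 3 SD, and starting fluorescence ratio within library mean plus 5 SD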;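 note: higher score means more depolarization so channel activation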
# TRPC4 inh: inhibitors of mouse TRPC4 channel, primary screen, Fluo4 calcium, HEK293 TRPC4beta/mu-opioid cells | Short transient receptor potential channel 4 (Mus musculus), Q9QUQ5 | DAMGO-evoked Fluo4 calcium flux; stronger effect = lower value | B-score at 10 µM | actives 0.39% (n = 300,000) | AID 2247, 2010;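 active = B-score over 3 SD under the library average, no early fluorescence shift, positive overall ratio signal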
#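 Assay system: HEK293 cells with stable TRPC4beta plus mu-opioid receptor expression; Probe or stimulus: DAMGO in two steps, submaximal then maximal; Dosing: single-point compound dosing; Measured by: Fluo4 calcium-dye fluorescence, kinetic read; Read-out basis: B score from integrated Fluo4 fluorescence ratio.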
# TRPC4 act: activators of mouse TRPC4 channel, primary screen, Fluo4 calcium, HEK293 TRPC4beta/mu-opioid cells; Short transient receptor potential channel 4 (Mus musculus), Q9QUQ5; Fluo4 calcium fluorescence; stronger effect = higher value; B-score at 10 µM; actives 0.49% (n = 310,000);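 active = B-score above 5 SD of library B-scores, and initial fluorescence ratio not above library mean plus 5 SD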;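 note: positive B-score marks a calcium rise read as TRPC4 activation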
#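 Assay system: HEK293 stable line with TRPC4beta plus mu-opioid receptor. Times: dye 45 min RT, read 110 s. Measured by: kinetic Fluo4 calcium fluorescence. Measure: B score of integrated ratio. Controls: assay buffer as low control, maximal DAMGO as high control.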
# MrgX1 antag: antagonists of human MrgX1 receptor, primary screen, HEK293 cells, Fluo-4 calcium flux. actives 1.3% (n = 310,000). AID 588676, 2011. B-score at 10 µM. BAM8-22 antagonism; stronger effect = lower value;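 active = calcium-response B-score plate-corrected more than 3 library SD below zero, starting fluorescence within 5 deviations, no agonist response on first addition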;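 note: peak minus trough fluorescence over baseline after final BAM8-22 challenge near maximal dose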
# Target sequence (Q96LB2 whole entry, looked up): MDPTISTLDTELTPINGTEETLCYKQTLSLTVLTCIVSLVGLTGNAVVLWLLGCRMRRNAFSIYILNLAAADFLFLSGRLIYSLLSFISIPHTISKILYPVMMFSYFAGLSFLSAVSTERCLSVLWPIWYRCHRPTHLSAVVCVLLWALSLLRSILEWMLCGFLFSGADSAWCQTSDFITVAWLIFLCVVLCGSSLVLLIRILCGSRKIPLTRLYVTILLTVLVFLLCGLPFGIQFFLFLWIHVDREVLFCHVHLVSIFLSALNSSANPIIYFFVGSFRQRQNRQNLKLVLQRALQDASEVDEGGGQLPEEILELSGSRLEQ
# TRPC4 potent: positive allosteric modulators of TRPC4, primary screen, cell-based, mouse TRPC4beta, HEK293 mu-opioid, Fluo-4 calcium | Short transient receptor potential channel 4 (Mus musculus), Q9QUQ5 | DAMGO EC20, Fluo-4 Ca2+ flux; stronger effect = higher value | B-score at 10 µM | actives 0.42% (n = 310,000);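 active = B-score of calcium response area above 5 SD of library B-scores, with initial fluorescence ratio within 5 SD of library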;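 note: B-score of integrated fluorescence ratio over time as area under calcium response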
# MrgX1 ag: agonists of human MrgX1 receptor, primary screen, HEK293 cells, Fluo-4 calcium flux | Fluo-4 calcium fluorescence, agonist mode; stronger effect = higher value | B-score at 10 µM | actives 0.44% (n = 310,000) | AID 588627, 2011;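 active = calcium response B-score plate-corrected fluorescence ratio at least 3 library SD, with starting fluorescence B-score inside 5 SD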
#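 Test system: HEK293 cells stably expressing human MrgX1 receptor; Input: fifteen thousand cells per well; Dosing: compound delivered in addition one of three; Schedule: overnight seeding, then 1 h dark dye loading; Technique: Fluo-4 NW calcium fluorescence; Measure: B-scored fluorescence response ratio; Controls: positive and negative controls per plate.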
# MrgX1 PAM: positive allosteric modulators of MrgX1, primary screen, HEK293 cells, Fluo-4 calcium flux; Mas-related G-protein coupled receptor member X1 (Homo sapiens), Q96LB2; FDSS; stronger effect = higher value; B-score at 10 µM; actives 0.63% (n = 310,000);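 active = plate-corrected calcium response at least 3 library SD above typical, normal starting fluorescence, not activating the receptor alone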;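 note: compound read alongside a low EC10 to EC30 dose of BAM8-22 agonist; peak minus trough fluorescence over baseline measured at the second addition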
# TMEM16A act: TMEM16A chloride channel activators or potentiators, primary screen, cell-based, HTS | Anoctamin-1 (Mus musculus), Q8BHY3 | HEK293 TMEM16A/YFP-H148Q/I152L, iodide quench fluorescence; stronger effect = lower value | B-score at 10 µM | actives 0.3% (n = 340,000) | AID 623877, 2012;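 active = fluorescence-ratio B-score plate-corrected deviation score at least 3 library SD below zero, with starting fluorescence score within 5 deviations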;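 note: channel opened by trigger with iodide after compound preincubation; score built on the fluorescence ratio of max minus min over baseline; more negative score means more quench and so TMEM16A activation or potentiation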
# The depositor's hits bear a star; i = inactive.
Structure,TRPC6 inh,RGS4 block,ANO1 block,TRPC6 activator,TRPC4 inh,TRPC4 act,MrgX1 antag,TRPC4 potent,MrgX1 ag,MrgX1 PAM,TMEM16A act
CC(=O)c1ccc(S(=O)(=O)N2CCC(NC(=O)Nc3cccc(F)c3)CC2)cc1,i,i,i,i,i,i,i,i,i,i,-7.9*
CC(=O)c1ccc(NC(=O)CSc2nnc(C3CC3)n2C)cc1,i,i,i,i,i,i,i,i,i,i,i
CC1CCN(CC(=O)NCc2ccco2)CC1,i,i,i,i,i,i,i,i,i,i,i
CCC(C)[C@H](NC(=O)Nc1ccc(S(N)(=O)=O)cc1)C(=O)OC (some centres not stated),i,i,i,i,i,i,i,i,i,i,i
O=C(N/N=C1/C(=O)c2cccc3cccc1c23)c1ccc(Cl)cc1,i,i,i,i,i,i,i,i,i,i,i
C=CCn1c(-c2ccccc2)nc(=S)c2c1CC(C)(C)OC2,i,i,i,i,i,i,i,i,i,i,i
Cc1cc(NC(=O)c2coc(=O)c(Br)c2)ccc1C(C)C,i,i,i,i,i,i,i,i,i,i,i
CC1CC1C(=O)Nc1nc2ccc(Cl)cc2s1 (configuration not stated),i,i,i,i,i,i,i,i,i,i,i
CCCCCn1c(=NC(C)=O)c(C#N)cc2c(=O)n3ccccc3nc21,i,i,i,i,i,i,i,i,i,i,i
C#CCOCCOCCOCCNc1nc(N2CCN(C(=O)[C@H](Cc3ccc(O)cc3)n3cc(C(N)CC(C)C)nn3)CC2)nc(N2CCN(C(=O)[C@H](CCC(=O)O)n3cc(C(N)[C@H](C)CC)nn3)CC2)n1 (some centres not stated),i,i,i,i,i,i,i,i,i,i,i
COc1ccccc1NC(=O)Cc1noc(CSc2nnc(C)n2C)n1,i,i,i,i,i,i,i,i,i,i,i
COc1ccc(CC(=O)OCC(=O)Nc2ccc(C(=O)Nc3ccc(OC)cc3)cc2)cc1,i,i,i,i,i,i,i,i,i,i,i
CC(=O)c1c(N2CCN(c3cccc(Cl)c3)CC2)nc(=S)n(-c2ccccc2)c1C,i,i,i,i,i,i,i,i,i,i,i
COc1ccc(-c2ccnc3nc(Sc4ncc(C(F)(F)F)cc4Cl)nn23)cc1,i,i,i,i,i,i,i,i,i,i,i
CCOC(=O)c1c(N)sc2c1CCC1C(=O)N(C3CCCCC3)C(=O)C21 (configuration not stated),i,i,i,i,i,i,i,i,i,i,i
CCCCNc1nnc(SCC(=O)c2c[nH]c3ccccc23)s1,i,i,i,i,i,i,i,i,i,i,i
CCOC(=O)c1c2ccccc2[n+]([O-])n1CCO,i,i,i,i,i,i,i,i,i,i,i
O=C(NCCOc1ccccc1)c1cc(C(=O)NCCOc2ccccc2)cc([N+](=O)[O-])c1,i,i,i,i,i,i,i,i,i,i,i
Cc1nnc(NC(=O)CCS(=O)(=O)c2ccccc2)s1,i,i,i,i,i,i,i,i,i,i,i
Cc1cc(NC2CCCC2)n2nc(C)c(-c3ccccc3)c2n1,i,i,i,i,i,i,i,i,i,6.8*,i
Cc1ccc(N(C(=O)NC2CCCCC2)C2=NCCCCC2)cc1,i,i,i,i,i,i,i,i,i,i,i
O=C(Nc1ccc(F)cc1)c1nc[nH]c1C(=O)O,i,i,i,i,i,i,i,i,i,i,i
CCN1C(=O)CC(C(=O)OC)=C1C,i,i,i,i,i,i,i,i,i,i,i
COc1ccc(NC(=O)NNS(=O)(=O)c2ccc(OC)c(OC)c2)c(OC)c1,i,i,i,i,i,i,i,i,i,i,i
COc1ccc2c(c1)c(CC(=O)Nc1nnc(C3CC3)s1)c(C)n2C(=O)c1ccc(Cl)cc1,i,i,i,i,i,i,i,i,i,i,i
CCNC(=S)Nc1cc(-c2ccc(Cl)cc2)[nH]n1,i,i,i,i,i,i,i,i,i,i,i
COc1ccccc1C(=O)NCC(=O)N=Nc1c(O)n(C(C)C)c2ccccc12,i,i,i,i,i,i,i,i,i,i,i
CC(C)(C)OC(=O)NCCc1nnc(SCC(=O)Nc2cccc(Cl)c2)o1,i,i,i,i,i,i,i,i,i,i,i
CCOC(=O)C1=C(c2ccccc2)O/C(=C(\C(=O)OC)C(F)(F)F)S1,i,i,i,i,i,i,i,i,i,i,i
O=C(c1ccc(Br)cc1)c1cc(-c2ccccn2)c(N2CCOCC2)s1,i,i,i,i,i,i,i,i,i,i,i
COc1ccccc1NC(=O)NCCCCc1ccccc1,i,i,i,i,i,i,i,i,i,i,i
Cn1c(SCC(=O)N2CCc3ccccc3C2)nnc1-c1ccncc1,i,i,i,i,i,i,i,i,i,i,i
Cc1ccc(S(=O)(=O)N(Cc2ccc(Cl)cc2)c2ccccc2C(=O)NCc2ccco2)cc1,i,i,i,i,i,i,i,i,i,i,i
COc1cccc(OCC(O)CN(CCO)Cc2ccccc2)c1 (configuration not stated),i,i,i,i,i,i,i,i,i,i,i
COc1ccc2c(c1)CC/C(=C\c1ccc(OC)c(Cn3cccn3)c1)C2=O,i,i,i,i,i,i,i,i,i,i,i
CN(C)c1ccc([N+](=O)[O-])cc1C(=O)NCC(c1ccco1)N(C)C (configuration not stated),i,i,i,i,-5*,i,i,i,i,i,i
CC(C)(C)c1csc(NC(=O)C2=COCCO2)n1,i,i,i,i,i,i,i,i,i,i,i
N/C(=N\OC(=O)c1cccs1)c1ccccc1,i,i,i,i,i,i,i,i,i,i,i
COc1ccc(-c2nn(-c3ccccc3)cc2C(=O)N(C)CC(=O)Nc2ccc(N3CCOCC3)cc2)cc1,i,i,i,i,i,i,i,i,i,i,i
C/C(=N\NC(=O)c1cccc(Cl)c1)c1cccc(NC(=O)C(C)C)c1,i,i,i,i,i,i,i,i,i,i,i
CC1(C)CCCC2=C1CC1C(=O)N(N)C(=O)C1C2 (configuration not stated),i,i,i,i,i,i,i,i,i,i,i
CC(C)C(=O)Nc1ccc(S(=O)(=O)N2CCC(c3nc4ccccc4[nH]3)CC2)cc1,i,i,i,i,i,i,i,i,i,i,i
COc1ccc(S(=O)(=O)Nc2ccc(Oc3ccsc3C(=O)O)cc2)cc1,i,i,i,i,i,i,i,i,i,i,i
CC1=C(N2CCOCC2)CCC1=O,i,i,i,i,i,i,i,i,i,i,i
NCCc1nnc(SCc2ccccc2)o1,i,i,i,i,i,i,i,16*,i,i,i
CSc1ccc(CN(C)C(C)C(=O)NCC2CCCCC2)cc1 (configuration not stated),i,i,i,i,i,i,i,i,i,i,i
CC(CN1CCOCC1)OC(=O)c1cccc(Cl)c1 (configuration not stated),i,i,i,i,i,i,i,i,i,i,i
CC(C)c1ccccc1NC(=S)NC(C)c1ccccc1 (configuration not stated),i,i,i,i,i,i,i,i,i,i,i
CCCCNS(=O)(=O)c1ccc2nc(-c3cccnc3)cc(C(=O)NCCOC)c2c1,i,i,i,i,i,i,i,i,i,i,i
O=C(Nc1nc(-c2ccco2)cs1)c1ccccc1,i,i,i,i,i,i,i,i,i,i,i
CCOc1ccc(C(C)NC(=O)c2cccc(F)c2)cc1 (configuration not stated),i,i,i,i,i,i,i,i,i,i,i
Cc1ccc(C(=O)NS(=O)(=O)c2ccc(N=NN(C)C)cc2)cc1,i,i,i,i,i,i,i,i,i,i,i
COc1ccccc1N1CCN(/N=C(\C)c2ccccc2O)CC1,i,i,i,i,i,i,i,i,i,i,i
CCN(c1ccccc1)c1nc2ccsc2c(=O)s1,i,i,i,i,i,i,i,i,i,i,i
O=C(COC(=O)C12CC3CC(CC(C3)C1)C2)N1CCN(S(=O)(=O)c2ccccc2)CC1,i,i,i,i,i,i,i,i,i,i,i
CCc1nc2sc3c(O)cc(=O)[nH]c3c2cc1C,i,i,i,i,i,i,i,i,i,i,i
O=C(COC(=O)CNC(=O)c1ccccc1)Nc1nc(-c2ccccc2)cs1,i,i,i,i,i,i,i,i,i,i,i
COc1ccc(-c2n(Cc3ccccc3)c3ccccc3[n+]2Cc2ccccc2)cc1,i,i,25*,i,i,i,i,i,i,i,i
O=C(Nc1ccccc1F)C1C2C=CC3(O2)C1C(=O)N(c1cccnc1)C3C(=O)NC1CCCCC1 (configuration not stated),i,i,i,i,i,i,i,i,i,i,i
O=C(CC1C(=O)NCCN1Cc1cccc(C(F)(F)F)c1)NC1CCOCC1 (configuration not stated),i,i,i,i,i,i,i,i,i,i,i

# (listing goes on)
Structure,TRPC6 inh,RGS4 block,ANO1 block,TRPC6 activator,TRPC4 inh,TRPC4 act,MrgX1 antag,TRPC4 potent,MrgX1 ag,MrgX1 PAM,TMEM16A act
COc1cc(OC)cc(C(=O)NC2CCN(CCCOc3ccccc3)CC2)c1,i,i,i,i,i,i,i,i,i,i,i
CNC(=O)Cc1nc2ccccc2n1CC(=O)Nc1cc(C)cc(C)c1,i,i,i,i,i,i,i,i,i,i,i
CSCCC(NS(=O)(=O)c1ccc(C)cc1)C(=O)N1CCCC1 (configuration not stated),i,i,i,i,i,i,i,i,i,i,i
C1CCCCCC(NCCN2CCNCC2)CCCCC1,i,i,i,i,i,i,i,i,i,i,i
O=C(Nc1ccc(Br)cn1)c1ccc(Cl)s1,i,i,i,i,i,i,i,i,i,i,i
Brc1ccc(-c2csc(N3CCC(c4ccccc4)C3)n2)cc1 (configuration not stated),i,i,i,i,i,i,i,i,i,i,i
